Screens from PubChem.
V-ATPase pHluor – yeast V-ATPase proton transport regulation by pHLuorin; S. cerevisiae, pHLuorin cytosolic pH fluorescence; response, % at 10 µM; 350,000 tested, 0.37% active; AID 504577; in the data active means response mostly above about 7.3%, no sharp cut-off; inactive means mostly below about 5.4%; further: actives read high; inactives centre near 0; some compounds called inactive have numbers as strong as hits; reference of the scale not given here
Wnt bcat act – activates Wnt/beta-catenin signaling in a reporter cell assay. 300,000 tested, 1.2% active. activation, % at 9.35 µM. activator, plate reader. AID 743398; in the data active means activation above about 30%, passing the limit was not always enough;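 further: 0% = neutral control wells and 100% = positive control wells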
Arrestin-AP2 inh – inhibitors of human beta-arrestin and AP2 interaction; FITC-arrestin peptide / GST-AP2 beads, flow cytometry; AP2 beta2 appendage carries R879A mutation; inhibition, % at 10 µM; 340,000 tested, 0.31% active;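 active means inhibition above a set limit, near 3 SD of compounds lacking own fluorescence, cut at about 54% in these data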;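 further: plate controls were DMSO wells for no effect and 5 µM unlabelled arrestin peptide for full effect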
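System: GST-AP2 R879A glutathione beads. Medium: PBS with 0.05% Tween 20 and 0.1% BSA. Also added: FITC-arrestin peptide, 50 nM. Incubation: 12 min plus 1 h, RT. Measured by: high-throughput flow cytometry of beads, ex 488, em 535 nm. Evaluation: percent drop in bead-associated FITC signal.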
LANA DNA inh – KSHV C-LANA DNA binding inhibition | MBP-C-LANA/FAM-LBS DNA binding, fluorescence polarization | inhibition, % at 9 µM | 340,000 tested, 0.078% active | AID 504423;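 active means highest replicate inhibition at or above 60% at 9 µM, even if other replicates fall short; inactive means all replicates below 60% inhibition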;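 further: 0% = neutral control wells and 100% = 4 µM acridine orange control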
OPRM1-OPRD1 ag – agonists of human mu-delta opioid receptor heterodimerization. P35372+P41143. cells, OPRM1-OPRD1 heterodimerization, luminescence. activation, % at 9.3 µM. 340,000 tested, 0.3% active; in the data active means activation above about 18%;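 further: 0% = vehicle-treated cells and 100% = reference agonist; values of inactives mirror those of a sister screen read the other way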
cardiac RTF act – increases calcium sensitivity of human cardiac regulated thin filaments; P19429+P45379; IANBD-labeled TnC RTF fluorescence at EC20 calcium; 0% EC20 calcium, 100% full calcium; activation, % at 7.2 µM; 340,000 tested, 0.24% active; AID 493008;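 active means activation above the mean over all tested compounds plus 3 SD, cut at about 30% in these data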;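 further: rise in fluorescence read as greater calcium sensitivity of cardiac thin filaments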
Cardiac RTF inh – cardiac RTF calcium desensitization; P19429+P45379; inhibition, % at 7.15 µM; 340,000 tested, 0.12% active; IANBD-labeled cardiac RTF, Ca2+ fluorescence;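 active means inhibition above the mean inhibition of all tested compounds plus 3 SD, cut at about 17% in these data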;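 further: assay run at fixed EC70 calcium of 1.6 mM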
Keap1-Nrf2 PPI – Keap1-Nrf2 (human) interaction inhibition; Q14145; Keap1 Kelch-Nrf2 peptide fluorescence polarization, 1536-well; inhibition, % at 9.4 µM; 340,000 tested, 0.15% active; in the data active means inhibition above about 12%;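 further: human Keap1 Kelch domain with fluorescein labeled Nrf2 9mer peptide probe; 0% = neutral control wells and 100% = peptide positive control; higher means more block of Keap1 binding to Nrf2 peptide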
Target sequence (Q14145 whole entry, looked up, the tested form may be a part): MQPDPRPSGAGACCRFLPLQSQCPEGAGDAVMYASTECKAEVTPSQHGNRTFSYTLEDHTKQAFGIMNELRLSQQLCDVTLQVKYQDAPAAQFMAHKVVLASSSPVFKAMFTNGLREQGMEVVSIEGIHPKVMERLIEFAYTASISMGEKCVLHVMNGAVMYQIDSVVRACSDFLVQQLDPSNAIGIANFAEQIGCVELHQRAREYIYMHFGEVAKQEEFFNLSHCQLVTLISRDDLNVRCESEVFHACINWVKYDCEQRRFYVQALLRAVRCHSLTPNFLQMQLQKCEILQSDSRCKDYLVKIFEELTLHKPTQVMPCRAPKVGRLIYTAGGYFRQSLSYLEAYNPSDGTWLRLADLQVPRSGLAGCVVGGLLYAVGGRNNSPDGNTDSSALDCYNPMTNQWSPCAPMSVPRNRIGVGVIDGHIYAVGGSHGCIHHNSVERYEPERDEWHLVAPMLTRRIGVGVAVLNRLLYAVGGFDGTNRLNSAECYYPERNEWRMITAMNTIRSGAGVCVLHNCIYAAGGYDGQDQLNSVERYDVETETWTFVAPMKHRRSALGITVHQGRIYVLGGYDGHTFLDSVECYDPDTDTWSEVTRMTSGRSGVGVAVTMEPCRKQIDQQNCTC
MOR-DOR inv ag – inverse agonists of human mu-delta opioid receptor heterodimerization | P35372+P41143 | cell-based MOR-DOR heterodimer luminescence, inverse agonism | inhibition, % at 9.3 µM | 340,000 tested, 0.21% active; in the data active means inhibition above about 22%, passing the limit was not always enough;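 further: 0% = cells with DMSO and 100% = wells without cells with DMSO; values of inactives mirror those of a sister screen read the other way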
Pemphigus Ab inh – human desmoglein-3 autoantibody binding inhibition | DSG3-coupled beads, scFv-anti-DSG3-GFP binding, flow cytometry; hits give low values | binding (percent of control), % at 10 µM | 310,000 tested, 0.48% active;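 active means binding more than 3 SD below its plate's average and above zero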;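 further: hits lower antibody fragment binding to DSG3; some compounds called inactive have numbers as strong as hits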
Starred values were filed as active, the others as inactive; . = no result given.

Second line of a record: V-ATPase pHluor	Wnt bcat act	Arrestin-AP2 inh	LANA DNA inh	OPRM1-OPRD1 ag	cardiac RTF act	Cardiac RTF inh	Keap1-Nrf2 PPI	MOR-DOR inv ag	Pemphigus Ab inh
O=C1CCCc2c1cc(C(=O)NCc1ccco1)c(=O)n2-c1ccccc1
    0	-3	14	0.0	1.9	9	1	-1	-11	.
COc1ccc(C(=O)CC(Nc2ccc([N+](=O)[O-])cc2)c2ccc(Cl)cc2)cc1 (centres undefined)
    -8	.	7	-1.6	0.5	-1	-8	0	-3	96
CCC(=O)Nc1nn(C)c2nc3c(C)cccc3cc12
    -1	.	20	1.2	0.0	-4	-1	-5	0	95
Cc1cccc(NC(=O)/C(C#N)=C/c2ccc[nH]2)c1C
    0	7	-15	0.7	-5.3	2	-1	0	18	106
O=C(O)CCCC(=O)Nc1cc([N+](=O)[O-])ccc1O
    -2	-1	-12	3.6	-4.6	-6	0	-2	24	103
O=C(c1ccccc1Cl)N1CCCC(c2nc3c(nnn3Cc3ccccc3)c(=O)[nH]2)C1 (centres undefined)
    4	-2	10	1.0	1.0	4	2	-3	-5	101
COc1ccc(C(C)=O)c(OC(=O)c2ccc(OC)c(OC)c2)c1
    -6	0	19	0.6	-0.2	8	-11	0	1	.
O/N=C1/CCCSc2ccccc21
    -13	6	-2	-1.1	-1.4	4	-4	-6	7	99
COc1ccc(-n2c(CNC(=O)COc3ccccc3)n[nH]c2=S)cc1
    -1	0	-3	-0.8	-0.7	-1	-8	0	4	102
CC(Sc1cccc[n+]1[O-])C(=O)Nc1cccc(S(=O)(=O)N2CCOCC2)c1 (centres undefined)
    -3	-2	19	1.7	-4.0	-9	-3	-3	21	99
S=C1NC2(CCCCCC2)N=C1c1ccccc1
    0	5	-10	1.0	7.3	0	11	4	-39	81
NC(=O)c1c(NC(=O)C2CCCO2)sc2c1CCCC2 (centres undefined)
    -3	-2	1	1.4	-0.3	4	-1	-1	2	99
O=C(O)CC1SC(=O)N(Cc2ccccc2)C1=O (centres undefined)
    4	-5	30	1.0	-2.2	5	1	6	12	80
Fc1ccc(-c2ccc(NCCN3CCOCC3)nn2)cc1
    3	7	20	-0.3	0.8	0	-3	-1	-5	108
CC1=C2C(CCS2(=O)=O)CC2(C1)C(=O)OC(C)(C)OC2=O (centres undefined)
    -5	.	27	-0.5	-1.9	-7	9	1	12	.

Continued; the last 7 above are carried over.
Second line of a record: V-ATPase pHluor	Wnt bcat act	Arrestin-AP2 inh	LANA DNA inh	OPRM1-OPRD1 ag	cardiac RTF act	Cardiac RTF inh	Keap1-Nrf2 PPI	MOR-DOR inv ag	Pemphigus Ab inh
COc1ccc(-n2c(CNC(=O)COc3ccccc3)n[nH]c2=S)cc1
    -1	0	-3	-0.8	-0.7	-1	-8	0	4	102
CC(Sc1cccc[n+]1[O-])C(=O)Nc1cccc(S(=O)(=O)N2CCOCC2)c1 (centres undefined)
    -3	-2	19	1.7	-4.0	-9	-3	-3	21	99
S=C1NC2(CCCCCC2)N=C1c1ccccc1
    0	5	-10	1.0	7.3	0	11	4	-39	81
NC(=O)c1c(NC(=O)C2CCCO2)sc2c1CCCC2 (centres undefined)
    -3	-2	1	1.4	-0.3	4	-1	-1	2	99
O=C(O)CC1SC(=O)N(Cc2ccccc2)C1=O (centres undefined)
    4	-5	30	1.0	-2.2	5	1	6	12	80
Fc1ccc(-c2ccc(NCCN3CCOCC3)nn2)cc1
    3	7	20	-0.3	0.8	0	-3	-1	-5	108
CC1=C2C(CCS2(=O)=O)CC2(C1)C(=O)OC(C)(C)OC2=O (centres undefined)
    -5	.	27	-0.5	-1.9	-7	9	1	12	.
CC(C)NC(=O)Nc1ccc2c(c1)C(=O)N([C@H](C)CO)C[C@H](C)[C@@H](CN(C)S(=O)(=O)c1ccccc1)O2
    -2	-4	23	0.5	-0.9	2	-11	-4	6	100
CC(=O)Nc1sc2c(c1C#N)CC(C)(C)NC2(C)C
    1	2	11	-1.5	-0.5	2	-7	4	2	103
CCCCN(C(=O)CSc1nnnn1C)C1CCS(=O)(=O)C1 (centres undefined)
    2	-2	2	-1.3	-4.9	-8	0	0	18	103
S=C(c1cn(CCOc2ccccc2)c2ccccc12)N1CCCC1
    0	5	-5	-1.9	-2.5	-2	-1	-6	12	.
Clc1ccccc1CN1CCC(Cc2ccccc2)CC1
    -1	0	0	1.3	11	12	0	0	-60	107
CCOc1cc(/C=N/NC(=O)c2cccc([N+](=O)[O-])c2)ccc1OS(=O)(=O)c1ccccc1
    0	.	9	-2.1	3.3	1	-14	3	-20	.
Cc1cccc(OCc2nnc(SCC(=O)NC3CCCC3)n2C)c1
    -4	0	-6	0.0	-0.8	2	-4	-7	6	105
CCOC(=O)C1(Cc2cccc(Cl)c2)CCCN(C(=O)c2c(CC)noc2C)C1 (centres undefined)
    -2	4	19	-0.3	-2.4	-7	0	4	12	106
C/C(=N\N1CCN(c2ccccc2)CC1)c1ccc(O)cc1
    0	-4	5	1.3	-0.3	-1	2	-5	1	106
Cc1[nH]c2c(C)cccc2c1CCNC(=O)c1ccc2c(c1[N+](=O)[O-])C(=O)c1ccccc1C2=O
    -2	.	12	1.7	5.8	2	5	1	-33	106
O=C(CSc1cn(CCNC(=O)c2ccc3ccccc3c2)c2ccccc12)NCc1ccco1
    5	11	20	1.2	-1.2	-5	2	1	7	187
O=Cc1cccn1-c1ncc(Br)cn1
    -6	2	1	0.7	-2.2	4	-1	1	11	115
CC12CCCc3c(O)cc(=O)n(c31)-c1ccccc12 (centres undefined)
    5	-1	4	-2.3	-3.0	6	-32	-2	16	113
Cc1cc(C)nc(SCC(=O)Nc2nc(-c3ccccc3)c(-c3ccccc3)o2)n1
    -3	-1	-2	-0.8	2.4	-6	-3	-5	-13	122
Cc1cc(C)c(/C=N/NC(=O)c2nnn(-c3nonc3N)c2CN2CCC(C)CC2)c(C)c1
    -1	-3	2	0.5	2.0	-6	-3	-2	-11	102

Already shown: 2 of the compounds above.
Second line of a record: V-ATPase pHluor	Wnt bcat act	Arrestin-AP2 inh	LANA DNA inh	OPRM1-OPRD1 ag	cardiac RTF act	Cardiac RTF inh	Keap1-Nrf2 PPI	MOR-DOR inv ag	Pemphigus Ab inh
O=Cc1cccn1-c1ncc(Br)cn1
    -6	2	1	0.7	-2.2	4	-1	1	11	115
CC12CCCc3c(O)cc(=O)n(c31)-c1ccccc12 (centres undefined)
    5	-1	4	-2.3	-3.0	6	-32	-2	16	113

(next part)
Second line of a record: V-ATPase pHluor	Wnt bcat act	Arrestin-AP2 inh	LANA DNA inh	OPRM1-OPRD1 ag	cardiac RTF act	Cardiac RTF inh	Keap1-Nrf2 PPI	MOR-DOR inv ag	Pemphigus Ab inh
CN(c1ccccc1)S(=O)(=O)c1cccc(C(=O)NCCc2c[nH]c3ccccc23)c1
    1	-4	-8	-0.4	-1.6	3	7	1	8	119
COc1cccc(-c2cc(C(=O)NCC3CCCO3)c3ccccc3n2)c1 (centres undefined)
    -3	-1	5	-0.2	-2.1	4	-8	-3	10	99
O=C1c2ccc(Oc3ccc([N+](=O)[O-])cc3)cc2C(=O)N1CCCO
    0	-1	32	1.3	-1.3	2	1	3	6	98
Cc1ccccc1Cn1cc(NC(=O)c2cc3nc(-c4ccco4)cc(C(F)(F)F)n3n2)cn1
    -2	.	4	0.6	-0.3	3	-7	-4	2	101
O=[N+]([O-])c1ccccc1/C=N/NC1=NS(=O)(=O)c2ccccc21
    -2	.	18	0.2	-0.6	-1	3	-2	4	103
CCc1ccc(C(=O)NNC(=O)c2cccc(N3C(=O)CCC3=O)c2)cc1
    -2	-2	-10	-0.2	-4.2	21	-2	2	20	105
Cc1ccc(S(=O)(=O)N(c2nc(NC(C)C)nc(NC(C)C)n2)n2cnnc2)cc1
    0	1	7	0.5	-1.5	-3	-13	-5	8	119
CN1C(=O)C(CC(=O)Nc2ccc(F)cc2)N(CCCc2ccccc2)C1=S (centres undefined)
    5	.	-4	1.7	2.9	-6	-1	-2	-16	103
CCOC(=O)CN1CC23C=CC(O2)C(C(=O)NCc2cccs2)C3C1=O (centres undefined)
    -3	2	1	-2.3	-0.4	2	-4	0	2	104
O=C(CCn1c(=O)[nH]c2ccsc2c1=O)N1CCN(c2cccc(Cl)c2)CC1
    -2	-1	8	-0.4	-2.6	9	4	-3	15	99
O=C(CSc1ccc2nnc(-c3cccs3)n2n1)N1CCCC1
    0	0	-12	0.5	-2.5	-6	-3	-7	12	118
O=C(NCc1nnc2c(C(F)(F)F)cc(Cl)cn12)c1cccnc1
    4	0	-9	0.6	-1.9	0	3	0	10	95
CCc1ccc(-n2cnc3cc(C(=O)NCC(OC)OC)ccc32)cc1
    0	3	-3	-0.2	-1.1	2	-3	0	6	91
O=C(CN1CCCC1)Nc1ccc(F)cc1
    -4	-4	-4	0.6	-1.1	-5	-6	-3	6	100
COC(C(=O)Nc1ccc(S(=O)(=O)Nc2cccc3ccccc23)cc1)c1ccccc1 (centres undefined)
    -2	.	5	5.2	0.8	-4	6	0	-4	110

Reformatted with bars between the fields: entries from further up.
smiles | V-ATPase pHluor | Wnt bcat act | Arrestin-AP2 inh | LANA DNA inh | OPRM1-OPRD1 ag | cardiac RTF act | Cardiac RTF inh | Keap1-Nrf2 PPI | MOR-DOR inv ag | Pemphigus Ab inh
O=C(NCc1nnc2c(C(F)(F)F)cc(Cl)cn12)c1cccnc1 | 4 | 0 | -9 | 0.6 | -1.9 | 0 | 3 | 0 | 10 | 95
CCc1ccc(-n2cnc3cc(C(=O)NCC(OC)OC)ccc32)cc1 | 0 | 3 | -3 | -0.2 | -1.1 | 2 | -3 | 0 | 6 | 91

(further entries)
Second line of a record: V-ATPase pHluor	Wnt bcat act	Arrestin-AP2 inh	LANA DNA inh	OPRM1-OPRD1 ag	cardiac RTF act	Cardiac RTF inh	Keap1-Nrf2 PPI	MOR-DOR inv ag	Pemphigus Ab inh
CCCCCCOC(=O)C(C#N)c1nc2ccccc2nc1N1CCCCC1 (centres undefined)
    -5	.	26	-0.1	-1.1	4	-5	-2	6	.
Cc1ccc(-n2ncc3c2CC(C)(C)CC3NC(=O)CCCN2CCCCC2=O)cc1 (centres undefined)
    7	-2	-11	-1.4	-1.9	-2	1	0	10	.
CN(C(=O)COC(=O)c1ccccc1NC(=O)c1ccco1)C1CCS(=O)(=O)C1 (centres undefined)
    -1	-2	1	-0.4	-2.1	2	3	-1	11	106
CC(=O)NCC(=O)N(C)C(C(=O)Nc1ccc(C(C)C)cc1)c1ccccc1 (centres undefined)
    -1	7	4	-0.4	-1.6	-5	-5	0	10	99
CC(C)[C@H](NC(=O)C1CC(=O)N(c2ccc(F)cc2)C1)C(=O)N1CCCCC1 (some centres undefined)
    2	-1	26	-1.8	-2.4	-8	7	4	13	99
O=C(Nc1ccc2ccccc2c1)N1CCCN(CCOc2ccccc2)CC1
    1	2	39	-0.4	-2.4	-3	0	-1	12	.
Cn1c(SCC(=O)NC2CCCC2)nc2cccnc21
    5	-4	12	-2.4	-1.0	0	-1	-2	6	81
